# Source: PubChem BioAssay
# mIDH1 inhibitor: qHTS for Inhibitors of mutant isocitrate dehydrogenase 1 (IDH1): qHTS; Isocitrate dehydrogenase [NADP] cytoplasmic (Homo sapiens), O75874; IDH1-R132H enzyme, NADPH consumption, diaphorase/resazurin fluorescence; Potency, µM (top dose mostly 76.6 µM), for inactives: at the top dose activity change, negative = inhibition, most hits filed as inhibitors; 390,000 compounds, 0.093% hits; note: potency is the fitted concentration of half-maximal effect; nearly all actives have a fitted effect of over 65% in size
#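 IDH1-R132H (0.5 ug/mL) preincubated 30 min with compound, then NADPH (0.016 mM) and alpha-KG (2 mM) added; 80 min at RT, pH 7.5. Remaining NADPH coupled via diaphorase/resazurin to fluorescence (540/590 nm); concentration-response curves normalized to no-enzyme control.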
# USP1 inh: Inhibitors of USP1/UAF1: Primary Screen | Ubiquitin carboxyl-terminal hydrolase 1 (Homo sapiens), O94782 | recombinant USP1/UAF1, Ub-Rhodamine cleavage fluorescence | Potency, µM (titrated, usually from 57.1 µM), without a hit: at the highest dose activity change, negative = inhibition, actives largely listed as inhibitors | 390,000 compounds, 0.23% hits | AID 743255, 2014; note: potency is the fitted concentration of half-maximal effect; nearly all actives have a fitted effect of over 60% in size; inactives centre near -12
# Target sequence (O94782 whole entry, looked up): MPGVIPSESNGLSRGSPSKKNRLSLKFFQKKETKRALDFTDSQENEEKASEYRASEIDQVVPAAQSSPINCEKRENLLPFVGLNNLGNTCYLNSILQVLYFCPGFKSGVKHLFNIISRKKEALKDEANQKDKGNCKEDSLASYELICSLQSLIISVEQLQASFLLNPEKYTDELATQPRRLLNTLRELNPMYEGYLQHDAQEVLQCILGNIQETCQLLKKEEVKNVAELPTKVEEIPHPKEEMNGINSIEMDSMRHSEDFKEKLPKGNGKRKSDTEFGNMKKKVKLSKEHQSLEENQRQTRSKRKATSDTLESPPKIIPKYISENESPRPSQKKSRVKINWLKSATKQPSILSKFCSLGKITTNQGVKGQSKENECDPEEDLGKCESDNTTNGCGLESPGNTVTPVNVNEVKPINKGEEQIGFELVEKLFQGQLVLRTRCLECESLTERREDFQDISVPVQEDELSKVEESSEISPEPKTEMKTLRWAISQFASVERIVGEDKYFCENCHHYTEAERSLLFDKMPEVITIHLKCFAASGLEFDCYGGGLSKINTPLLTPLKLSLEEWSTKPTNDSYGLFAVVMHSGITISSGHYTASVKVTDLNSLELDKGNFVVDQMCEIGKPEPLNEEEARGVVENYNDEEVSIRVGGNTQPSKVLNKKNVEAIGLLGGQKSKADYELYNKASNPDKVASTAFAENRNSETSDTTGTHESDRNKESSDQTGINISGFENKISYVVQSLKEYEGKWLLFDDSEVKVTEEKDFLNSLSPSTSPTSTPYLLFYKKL
#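 USP1/UAF1 complex (1 nM) preincubated 15 min at room temperature with compound, then Ub-Rho substrate (150 nM final) added. Kinetic fluorescence at 480/540 nm over 6 reads at 60 s intervals; 50 mM HEPES pH 7.8, 0.5 mM EDTA, 0.1 mg/ml BSA, 1 mM TCEP, 0.01% Tween-20.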
# PI4K2A block: qHTS for small molecular inhibitors of PI4K2A; Phosphatidylinositol 4-kinase type 2-alpha (Homo sapiens), Q9BTU6; purified PI4K2A, ADP-Glo luminescence, 1 h; stronger effect = lower value; activity change, negative = inhibition, % at 76.9 µM; 420,000 compounds, 0.13% hits; AID 1346378, 2018; in the data active = activity change below about -50%; inconclusive = mostly about -30% to -49%;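 note: -100% = wells without enzyme as full effect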
#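 ADP-Glo luminescence measured ADP generated by PI4K2A enzyme (4 ug/mL before mixing) with 1.2 mM PI substrate (pre-mix) and 300 microM ATP (pre-mix). Tris pH7.5 buffer with MgCl2, Triton X-100; 1 h reaction at ambient temperature.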
# * = called active by the depositor; ? = inconclusive; [ ] = another dose, or the depositor's remark. Unless noted, calls come from the whole dose curve; as a rule, active = well fitted inhibition curve with a large enough effect; inconclusive = small, poorly fitted or top-dose-only effect; inactive = no such curve, though single readings can be large or run the other way. Unless noted, % is set by controls: 0 for no effect and ±100 for the full control effect. An excerpt (hit frequency here may not be typical).
SMILES,mIDH1 inhibitor,USP1 inh,PI4K2A block
N#CCCN(C(=O)COC(=O)c1ccc(Cl)nc1)c1ccc2c(c1)OCCO2,10%,-25%,-5
Cc1ccc(-c2ccc(CN3C(CC(C)C)C(=O)N(Cc4cn(Cc5ccco5)nn4)CCS3(=O)=O)cc2)cc1 (stereo unspecified),0%,?,3
COc1ccccc1S(=O)(=O)N(C)C[C@H]1OCc2cn(nn2)CCCC(=O)N([C@@H](C)CO)C[C@@H]1C,-4%,-13%,2
O=C1c2[nH]c3ccccc3c2CC1N1C(=O)c2ccccc2C1=O (stereo unspecified),-3%,-23%,0
N#Cc1ccc(Cl)cc1NC(=O)CN1C(=O)C(=O)N(CCC2=CCCCC2)C1=O,8%,-25%,0
CCCc1nn2c(-c3ccccc3)nnc2o1,15%,-10%,8
Cc1ccc2nc3n(c(=O)c2c1)-c1cc2ccccc2cc1C(=O)NC3Cc1ccccc1 (stereo unspecified),9%,?,-2
CC1CN(S(=O)(=O)c2cccc(C(=O)Nc3ccc(N4CCCCC4)cc3)c2)CC(C)O1 (stereo unspecified),-7%,-24%,-1
Oc1ccc(CCc2ccccn2)cc1,-2%,?,3
C[C@H](CO)N1C[C@H](C)[C@@H](CN(C)S(=O)(=O)c2ccc(Oc3ccccc3)cc2)OCc2cn(nn2)CCCC1=O,6%,-16%,3
C[C@@H]1CN([C@H](C)CO)C(=O)c2cc(C#C[C@@H](C)O)cnc2O[C@H]1CN(C)C(=O)c1ccc(F)cc1,-3%,?,-5
CN(Cc1ccccc1)C(=O)c1ncn2c1c(=O)[nH]c1cccnc12,6%,-28%,3
O=C(Nc1cccc(C(=O)O)c1)/C(=C\c1ccccc1)NC(=O)c1ccco1,8%,-25%,-1
C[C@@H]1CCCCO[C@H](CN(C)S(=O)(=O)c2cccs2)[C@@H](C)CN([C@H](C)CO)C(=O)c2cc(NC(=O)C3CCCCC3)ccc2O1,5%,-18%,7
Cc1ccc(CNC(=O)CSc2nc(=O)n3ccc(C)cc3n2)cc1,-3%,0%,-5
COc1ccc(S(=O)(=O)N2CCCC(C(=O)N3CCN(Cc4ccccc4)CC3)C2)cc1Cl (stereo unspecified),-1%,-22%,-2
COc1cc2ccc(C(C)=NOC(C)=O)cc2cc1OC,-1%,?,-1
O=C(O)C(Cc1ccccc1)N1C(=O)C2C3CCC(C3)C2C1=O (stereo unspecified),-7%,4%,-4
COc1ccc(S(=O)(=O)N2CCOC2CNC(=O)C(=O)NCc2ccc3c(c2)OCO3)cc1C (stereo unspecified),-3%,-22%,-5
CN1CCn2cnc(C(=O)NCCCCCNC(=O)OC(C)(C)C)c2C1=O,-19%,-21%,4
CCN(CC)C(=O)C1=C(C)N(CCCN2CCCC2=O)C(=O)C(CC(=O)NCc2cccc3ccccc23)C1 (stereo unspecified),12%,-6%,8
COc1cccc(-c2cc3nc(C)cc(N4CCN(C(=O)c5ccoc5)CC4)n3n2)c1,5%,?,-4
COc1cc2ccc(C(=O)O)cc2cc1OC,-6%,-1%,1
O=C1OCCC1=COCCCCCCOC=C1CCOC1=O,9%,-5%,-1
Cc1ccccc1-c1cnc2c(c1)C(=O)N([C@H](C)CO)C[C@@H](C)[C@H](CN(C)C(=O)c1ccncc1)O2,8%,3%,-1
CCN(CC)S(=O)(=O)c1cccc(NC(=O)COC(=O)c2[nH]c(C)c(C(C)=O)c2C)c1,13%,-27%,2
C[C@@H]1CN([C@@H](C)CO)S(=O)(=O)c2ccc(-c3ccc(C#N)cc3)cc2O[C@@H]1CN(C)Cc1ccccn1,8%,-28%,-4
COc1ccc(C)cc1-n1cnc2sc(C)c(C)c2c1=O,-8%,-21%,3
O=[N+]([O-])c1ccc(C=NN2CCOCC2)s1,16%,-10%,-10
O=c1oc(-c2ccc(Cl)cc2[N+](=O)[O-])nc2ccccc12,-5%,-14%,-2
COc1ccc(CNC(=O)O[C@@H]2C[C@H]3C(=O)N(c4ccccc4)C(=O)[C@H]3[C@@]3(CN(S(=O)(=O)c4ccc(C)cc4)C[C@H]3C)[C@@H]2O)cc1OC,2%,80%[activator],-10
Cc1cccc(C)c1NC(=O)CN(C)C(=O)c1ccc(OCc2ccccc2)cc1,2%,-14%,-8
COC(=O)C[C@H]1C[C@@H]2c3cc(NC(=O)Nc4ccccc4)ccc3O[C@@H]2[C@@H](CO)O1,15%,-20%,-3
C[C@@H]1CN([C@H](C)CO)C(=O)CCCn2nncc2CO[C@H]1CN(C)Cc1ccc(Oc2ccccc2)cc1,4%,-22%,1
COC(=O)c1c(C)[nH]c(C(=O)COC(=O)CCc2ccc(OC)c(OC)c2)c1C,-3%,-19%,-2
Cc1ccc(S(=O)(=O)N2CCCCC2)cc1NC(=O)CN1CCCC1c1cccs1 (stereo unspecified),-1%,-11%,4
C[C@@H]1CN([C@@H](C)CO)C(=O)c2cc(NC(=O)c3ccncc3)ccc2O[C@@H](C)CCCCO[C@@H]1CN(C)C(=O)Cc1ccccc1,5%,-13%,-3
CC1=C(C(=O)N(C)C)CC(CC(=O)NCCCCc2ccccc2)C(=O)N1CCC1=CCCCC1 (stereo unspecified),15%,-28%,3
CCOc1ccc(C(=O)N[C@H](C(=O)NC2CCCCC2)C(C)C)cc1,-6%,-27%,-2
CCCCCCN1C[C@@H](n2cc(-c3ccc(F)cc3)nn2)[C@H](O)C[C@@H]1c1ccc(Cl)cc1,14%,-26%,-3
C[C@@H]1CN([C@@H](C)CO)C(=O)CCCn2nncc2CO[C@@H]1CN(C)S(=O)(=O)c1cn(C)cn1,13%,-3%,4
CC(C)COC(=O)N(C)C[C@@H]1OCc2cnnn2CCCC(=O)N([C@@H](C)CO)C[C@H]1C,1%,-6%,-4
O=C(CN1CCN(c2ccccc2)CC1)Nc1ccccc1C(=O)NCCc1ccccc1,-2%,0%,1
COc1ccc(CN(C)C[C@@H]2OCc3cnnn3CCCC(=O)N([C@H](C)CO)C[C@H]2C)cc1,6%,?,-6
CCN(C(=O)CN1C(=O)NC2(CCCC2)C1=O)c1nc2c(C)cccc2s1,-3%,-25%,5
COc1ccc(NC(=O)COC(=O)c2c(NC(C)=O)sc(C)c2C)cc1,-4%,-3%,4
O=C(Nc1ccn(CCCN2CCC(N3CCOCC3)CC2)c(=O)n1)OCc1ccccc1,0%,-4%,-3
Cc1ccc(Cc2c(-c3ccc(Br)cc3)nc3cc(C)ccn23)cc1,29%,-27%,-12
Cc1ccc(NC(=O)CN(C)C(=O)COC(=O)COc2cc(C)cc(C)c2)cc1,-3%,-16%,1
COc1ccc(C#Cc2cnc3c(c2)C(=O)N([C@H](C)CO)C[C@H](C)[C@@H](CN(C)C(=O)Nc2cccc(OC)c2)O3)cc1,7%,-30%,-6
# Next entries:
SMILES,mIDH1 inhibitor,USP1 inh,PI4K2A block
CCCCCCn1c(=O)n2n(c1=O)C[C@]1(OC(=O)NC3CCCC3)CN(S(=O)(=O)c3ccc(C)cc3)C[C@]1(O)C2,-6%,-11%,-3
C[C@H](CO)N1C[C@H](C)[C@H](CN(C)C(=O)Nc2ccc(C(C)(C)C)cc2)OCc2cnnn2CCCC1=O,-3%,5%,-2
COCn1ccnc1C(=O)c1ccco1,-16%,-12%,4
COc1ccc(/C(N)=N/OC(=O)c2ccc3ccccc3c2)cc1OC,-4%,-11%,-4
N#CC1(Nc2ccc3c4c(cccc24)CC3)CCCCC1,18%,2%,2
c1ccc(CN2CCC3CC2c2ccc(N4CCOCC4)cc23)cc1 (stereo unspecified),3%,-3%,-4
CCOc1ccccc1N(CC(=O)N1CCN(Cc2ccccc2)CC1)S(=O)(=O)c1ccccc1,-9%,?,5
CCc1cc(C(=O)N(CC)CC(=O)Nc2c(F)cccc2F)sc1C,-4%,-8%,-3
CN(Cc1c(C(=O)N/N=C/c2c(F)cccc2Cl)nnn1-c1nonc1N)C1CCCCC1,7%,2%,-3
CNC(=O)C[C@@H]1C(=O)N(c2ccc(Br)cc2)CC1(C)C,-11%,-12%,1
O=C(/C=C/c1cccc([N+](=O)[O-])c1)OCC(=O)N1CCCCC1,9%,-17%,3
CC(C)NC(=O)N(C)C[C@@H]1OCc2cn(nn2)CCCC(=O)N([C@H](C)CO)C[C@H]1C,-4%,-16%,-2
Cc1cccc2c(=O)n(C(=O)c3ccccc3)c(N)nc12,8%,-6%,-5
O=C1NC(=O)C(c2ccccc2)(c2ccccc2)N1S(=O)(=O)c1ccccc1,0%,-15%,-3
CC1CCCC(C)N1C(=O)COC(=O)CNS(=O)(=O)c1ccc2ccccc2c1 (stereo unspecified),8%,-19%,7
O=C(NCCN1CCN(Cc2ccccc2)CC1)c1ccc(CS(=O)(=O)c2c(Cl)cccc2Cl)o1,-7%,-22%,-1
Cc1ccc(S(=O)(=O)N(C)C[C@H]2Oc3ncc(-c4ccccc4)cc3C(=O)N([C@@H](C)CO)C[C@@H]2C)cc1,4%,-7%,0
CC(C)C1C(=O)N(Cc2cn(CCC3OCCO3)nn2)CCS(=O)(=O)N1Cc1ccc(-c2ccc(Cl)cc2)cc1 (stereo unspecified),-29%,-8%,-1
O=[N+]([O-])c1ccccc1NS(=O)(=O)c1ccccc1,2%,-23%,0
COc1ccc(Br)c(C(=O)OCC(=O)NC2CCCCCCC2)c1,11%,-26%,4

# 4 entries from above, field by field:
> CC(C)NC(=O)N(C)C[C@@H]1OCc2cn(nn2)CCCC(=O)N([C@H](C)CO)C[C@H]1C
  mIDH1 inhibitor = -4%	USP1 inh = -16%	PI4K2A block = -2
> Cc1cccc2c(=O)n(C(=O)c3ccccc3)c(N)nc12
  mIDH1 inhibitor = 8%	USP1 inh = -6%	PI4K2A block = -5
> O=C(NCCN1CCN(Cc2ccccc2)CC1)c1ccc(CS(=O)(=O)c2c(Cl)cccc2Cl)o1
  mIDH1 inhibitor = -7%	USP1 inh = -22%	PI4K2A block = -1
> CC1CCCC(C)N1C(=O)COC(=O)CNS(=O)(=O)c1ccc2ccccc2c1 (stereo unspecified)
  mIDH1 inhibitor = 8%	USP1 inh = -19%	PI4K2A block = 7

# (listing goes on)
SMILES,mIDH1 inhibitor,USP1 inh,PI4K2A block
CCN(CC)CCOc1ccc(-c2c(C)c3c(ccc4ccccc43)oc2=O)cc1,-2%,-10%,1
Cc1ccc(C(=O)OCC(=O)Nc2ccc(C)c(S(=O)(=O)N3CCCCC3)c2)c(O)c1,-12%,-17%,-8
CC1=C(C(=O)N2CCOCC2)CC(CC(=O)NCc2cccs2)C(=O)N1Cc1ccc(F)cc1 (stereo unspecified),9%,-16%,0
Cc1ccc(N(CC(=O)NC(C)(C)C)C(=O)CCC(=O)Nc2ccccn2)cc1,0%,-24%,9
COc1ccc(NC(=O)c2ccccc2SCc2ccccc2)cc1,-9%,-17%,-7
CC1(C)C2CCC(CN=C(N)CSS(=O)(=O)O)C1C2 (stereo unspecified),-2%,?,-14
O=C(NCCc1ccc(F)cc1)C1CCC(=O)N(CC2CCCCC2)C1 (stereo unspecified),8%,-24%,-1
CCCCCCNC(=O)O[C@H]1CN(C(=O)OC(C)C)N(C(=O)OC(C)C)[C@@H]2CN(S(=O)(=O)c3ccc(C)cc3)C[C@]12O,-8%,-27%,-4
Cc1ccc(-c2nc3c(c(SCC(=O)N4CCCC4)n2)COC(C)(C)C3)cc1,2%,-22%,-1
CC1CCN(c2ccc3c(c2)S(=O)(=O)c2cc(C(=O)O)ccc2C3=O)CC1,-7%,-20%,2
COc1ccc(CN2CCC[C@]3(N[C@H](c4ccc(OC)cc4)[C@@H]4C(=O)N(C)C(=O)[C@@H]43)C2=O)cc1,9%,-24%,-7
C[C@H]1CN([C@@H](C)CO)C(=O)c2cc(/C=C/c3ccccc3)cnc2O[C@H]1CN(C)C(=O)c1cccc(F)c1,1%,-17%,-6
C[C@H](CO)N1C[C@H](C)[C@@H](CN(C)C(=O)C2CC2)OCc2cnnn2CCCC1=O,-17%,-30%,4
CC(C)NC(=O)Nc1ccc2c(c1)C(=O)N([C@H](C)CO)C[C@H](C)[C@@H](CN(C)Cc1ccc3c(c1)OCO3)OCCCC[C@@H](C)O2,-2%,-9%,-16
COc1ccc2c(CN3CCN(Cc4ccccc4)CC3)cc(=O)oc2c1,0%,-3%,-10
COc1cc(/C=C/C(=O)OCC(=O)N2CC(C)OC(C)C2)ccc1OCC#N (stereo unspecified),16%,?,2
O=C(Oc1ccc[nH]c1=O)c1ccc(F)cc1,-4%,-22%,-1
Cc1ccc(OCCC(=O)NNC(=O)c2ccncc2)cc1,3%,-18%,7
